Assay outcomes (PubChem BioAssay)
Tau filament bind: tau filament binding. recombinant tau filaments, thioflavin S fluorescence, 15 h; filaments grown with octadecylsulfate alongside compound. Potency, µM (highest dose often 57.1 µM), without a hit: at the highest dose activity change, negative = inhibition. AID 596. P10636. actives 2% (n = 71,000);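 further: potency means the concentration at half of the fitted maximal effect; on the % scale 0 is the no-effect control and ±100 the full control effect; actives lower thioflavin S fluorescence by blocking filaments or displacing dye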
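His-tagged recombinant human tau (exons 2, 3 and 10 included), 1 uM, was induced to fibrillize by 30 uM sodium octadecylsulfate with compound present. After 15 h at 37 C, thioflavine S fluorescence (ex 450, em 510 nm) was read.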
Texas Red fluor: compound fluoresces in the Texas Red spectral region | actives 0.06% (n = 59,000) | AID 587 | Compound fluorescence, Texas Red channel, 547/618 nm; active compounds read high | max dye-equivalent concentration, M; in the data active means max dye-equivalent concentration above about 10 nM; inconclusive means between about 1.1 nM and that limit
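Compound fluorescence was read after 15 min at room temperature in 100 mM Tris, pH 8.0, using 547 nm excitation and 618 nm emission across a concentration series. It was expressed as Texas Red dye-equivalent concentration from an on-plate standard curve.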
ERK AVP inh: vasopressin-driven ERK pathway inhibition. HEK293-V1b, vasopressin-stimulated pERK AlphaScreen. Potency, µM (series often up to 57.5 µM), for the others: top-dose activity, negative = inhibition, actives largely listed as inhibitors. actives 0.99% (n = 72,000); further: potency means the concentration at half of the fitted maximal effect; on the % scale 0 is the no-effect control and ±100 the full control effect; nearly all actives have a fitted effect of over 55% in size
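HEK293 cells stably expressing V1b receptor, preincubated 30 min at 37 °C with compound, then stimulated 5 min with 25 nM vasopressin. Phospho-ERK by AlphaScreen SureFire after 5 h RT; normalized to DMSO and vasopressin; AC50 by Hill fit.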
HADH2 inh: inhibitors of human HADH2 dehydrogenase; Q99714; recombinant HADH2, NADH fluorescence, beta-hydroxybutyryl-CoA; Potency, µM (titrated, usually from 57.1 µM), for the others: at the highest dose activity change, negative = inhibition, hits mostly inhibitors; actives 3.4% (n = 73,000); AID 886; further: potency means the concentration at half of the fitted maximal effect; on the % scale 0 is the no-effect control and ±100 the full control effect; nearly all actives have a fitted effect of over 60% in size; many of its hits are not listed in these tables
Target sequence (Q99714 whole entry, looked up, one chain of several): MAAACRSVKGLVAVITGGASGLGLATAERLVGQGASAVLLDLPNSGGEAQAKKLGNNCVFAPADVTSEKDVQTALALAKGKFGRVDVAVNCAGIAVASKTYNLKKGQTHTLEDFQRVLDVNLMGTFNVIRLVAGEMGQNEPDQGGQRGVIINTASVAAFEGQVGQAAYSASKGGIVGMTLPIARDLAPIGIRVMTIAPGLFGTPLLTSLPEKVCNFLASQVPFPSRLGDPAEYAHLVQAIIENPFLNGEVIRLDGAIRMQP
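Buffer 100 mM Tris-HCl pH 9.0/0.01% Tween-20; HADH2 20 nM; NAD+ 1 mM; beta-hydroxybutyryl-CoA 90 uM (all final). 15 min cpd preincubation, RT.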
Luciferase inh: firefly luciferase inhibition; P08659; purified firefly luciferase, luminescence, 8 min; Potency, µM (top dose mostly 57.1 µM), without a hit: at the top dose activity change, negative = inhibition, hits mostly inhibitors; actives 2.2% (n = 72,000); AID 411; further: potency means the concentration at half of the fitted maximal effect; on the % scale 0 is the no-effect control and ±100 the full control effect; nearly all actives have a fitted effect of over 40% in size
Target sequence (P08659 whole entry, looked up): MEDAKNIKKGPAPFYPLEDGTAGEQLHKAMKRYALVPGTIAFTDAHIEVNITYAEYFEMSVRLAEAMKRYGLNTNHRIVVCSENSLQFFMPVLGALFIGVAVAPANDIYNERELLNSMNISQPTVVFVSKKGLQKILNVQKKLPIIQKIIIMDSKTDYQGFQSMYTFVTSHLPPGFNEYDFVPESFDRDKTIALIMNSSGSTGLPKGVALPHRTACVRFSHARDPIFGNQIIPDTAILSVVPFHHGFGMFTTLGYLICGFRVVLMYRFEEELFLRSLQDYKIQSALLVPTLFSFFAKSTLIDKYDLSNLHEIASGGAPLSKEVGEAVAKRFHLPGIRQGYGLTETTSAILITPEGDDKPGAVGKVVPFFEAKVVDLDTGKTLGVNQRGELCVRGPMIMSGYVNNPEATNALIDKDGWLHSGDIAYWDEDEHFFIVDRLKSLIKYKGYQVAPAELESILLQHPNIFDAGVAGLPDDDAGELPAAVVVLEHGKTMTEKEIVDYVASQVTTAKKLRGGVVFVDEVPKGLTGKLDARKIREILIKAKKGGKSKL
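Here, luciferase activity is measured as luminescence following an 8 min room-temperature reaction at 10 uM ATP, pH 7.2. Every library sample is titrated.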
Casp7 inh: blocks human caspase-7 allosterically or competitively; AID 889; P55210; Potency, µM (doses to about 57.5 µM), for inactives: top-dose activity change, negative = inhibition, most hits filed as inhibitors; recombinant caspase-7, Ac-DEVD-AFC fluorescence rate; actives 0.02% (n = 75,000); active means well fitted inhibition curve with a large enough effect in the main read-out, with a control signal flat, not every such curve was filed as active; inconclusive means small, poorly fitted or top-dose-only effect, or a change in a side signal; further: potency means the concentration at half of the fitted maximal effect; % of control where 0% means no effect
Caspase-1 inhib: blocks human caspase-1 allosterically or competitively | P29466 | Caspase-1 enzyme, Ac-WEHD-AFC fluorogenic rate | Potency, µM (titrated, usually from 57.5 µM), without a hit: top-dose activity change, negative = inhibition, most hits filed as inhibitors | actives 0.03% (n = 75,000);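 further: potency means the concentration at half of the fitted maximal effect; plate controls were vehicle for no effect and no substrate for full effect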
Target sequence (P29466 120-297 limits assumed): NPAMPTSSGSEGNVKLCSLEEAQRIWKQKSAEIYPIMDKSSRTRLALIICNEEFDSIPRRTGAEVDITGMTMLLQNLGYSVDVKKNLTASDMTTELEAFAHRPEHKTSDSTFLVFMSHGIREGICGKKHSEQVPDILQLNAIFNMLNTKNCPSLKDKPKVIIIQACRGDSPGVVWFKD
Target sequence (P29466 317-404 limits assumed): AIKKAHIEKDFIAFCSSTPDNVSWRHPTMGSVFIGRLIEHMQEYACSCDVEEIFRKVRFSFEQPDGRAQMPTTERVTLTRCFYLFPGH
Rhodamine fluor: compound autofluorescence in rhodamine spectral region | Rhodamine-region fluorescence, 547/598 nm, Tris buffer; active compounds read high | max dye-equivalent concentration, M | actives 0.05% (n = 59,000); in the data active means max dye-equivalent concentration above about 11 nM; inconclusive means between about 1.1 nM and that limit
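Intensities are converted to rhodamine-equivalent concentration using a six-point rhodamine standard on each plate. Compounds sit 15 min at room temperature in 100 mM Tris buffer, pH 8.0; read uses the 547/598 nm excitation/emission pair.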
HEK293 cAMP cs: counter-screen for TSHR agonists: cAMP increase in parental HEK293; parental HEK293 CNG cAMP sensor, membrane potential fluorescence; Potency, µM (titrated, usually from 57.1 µM), inactives show at the highest dose activation, actives largely listed as activators; actives 2.5% (n = 73,000); further: potency means the concentration at half of the fitted maximal effect; % of control where 0% means no effect; nearly all actives have a fitted effect of over 55% in size
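Parental HEK 293 cells stably expressing a cAMP-gated CNG channel were loaded with membrane potential dye containing 100 uM RO 20-1724 for 60 min. Compound added for 30 min; depolarization read as fluorescence intensity at 590 nm.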
Fluorescein autfl: compound fluoresces in the fluorescein spectral region; Compound autofluorescence, 480/540 nm, fluorescein-equivalent; active compounds read high; max fluorescein-equivalent concentration, M; actives 0.91% (n = 59,000); AID 593; in the data active means max fluorescein-equivalent concentration above about 10 nM; inconclusive means between about 1.1 nM and that limit
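Tris 100 mM pH 8.0; 15 min RT; CCD read, ex 480/em 540 nm. Output: fluorescein-equivalent concentration per compound concentration, from six-point dye series on each plate.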
USP2a inhib: blocks human ubiquitin-specific protease USP2a; USP2a enzymatic assay, qHTS inhibition; AID 927; Potency, µM (series often up to 38.3 µM), inactives show at the top dose activity change, negative = inhibition, actives largely listed as inhibitors; actives 0.1% (n = 60,000); O75604;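 further: potency means the concentration at half of the fitted maximal effect; nearly all actives have a fitted effect of over 60% in size; plate controls were DMSO for no effect and NEM full inhibition control for full effect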
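Inhibition is measured in a cell-free coupled assay with 20 nM USP2 core, 20 nM Ub-PLA2 and 20 uM NBD C6-HPC, 2.5 h incubation. Activity normalized to NEM control.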
* marks the source's active call; other numbers are inactive results; i = inactive; ? = inconclusive; · = not tested or not shown; & = joins results of further samples; [ ] = dose if it differs, or a comment. Unless noted, the call rests on the fitted dose curve; in most records, active means well fitted curve in the direction sought with a large enough effect; inconclusive means small, poorly fitted or top-dose-only effect, or another doubt; inactive means no such curve, though single readings can be large; an effect the other way counts as inactive or inconclusive. The list is partial, so the mix of outcomes need not match the whole.

smiles | ERK AVP inh | Fluorescein autfl | Texas Red fluor | HEK293 cAMP cs | USP2a inhib | Rhodamine fluor | Caspase-1 inhib | HADH2 inh | Casp7 inh | Luciferase inh | Tau filament bind
CCCCn1cnc2cc(NCc3cccc(OC)c3O)ccc21 | -7% | i | i | 1% | 20% | i | -1% | -21% | -2% | -11% | -16%
O=C(NCCc1ccc(Cl)cc1)C1CCCN(S(=O)(=O)c2cnc[nH]2)C1 (configuration not stated) | -12% | · | · | -8% | · | · | -2% | 4% | -3% | 2% | -10%
CN1CCN(c2oc(COc3ccc(-c4ccccc4)cc3)nc2C#N)CC1 | -10% | ? | ? | ? | 48%[activator] | i | -1% | 16% | -2% | -1% | 223%
COc1cc(C(=O)NCc2ccc(OCCN(C)C)cc2)cc(OC)c1OC | ? | ? | i | 1%[25.6 µM] | -8% | i | 3% | 9%[25.6 µM] | 2% | 2%[25.5 µM] | -1%[25.6 µM]
COc1ccc(C2C(C(=O)c3sc(C)nc3C)=C(O)C(=O)N2CCCn2ccnc2)cc1 (configuration not stated) | -9% | i | ? | 5% | -12% | i | 1% | -4% | -1% | 2% | 2%
CCOc1ccc(C2CC(c3ccc(CC)cc3)n3nc(N)nc3N2)cc1 (configuration not stated) | -9% | · | · | 2% | · | · | 1% | ? | -5% | 2% | -27%
CCOC(=O)Cn1c(=O)c2c(nc(Br)n2CC(=O)OCC)n(C)c1=O | -19% | ? | i | 5% | 4% | i | -1% | 4% | -1% | 0% | 0%
C[C@@H](C(=O)NCc1ccc(C(F)(F)F)nc1)[C@H]1C[C@]1(C)[C@H](NC(=O)OCc1ccccc1)c1ccccc1 | 39% | · | · | ? | · | · | 1% | 0% | -1% | · | -1%
O=C1OCCC1Sc1nnc(-c2ccccc2)o1 (configuration not stated) | ? | i | i | 7% | 0% | i | 1% | 16% | -2% | -15% | 12%
Cc1ccc(NC(=O)CCN2CCN(C/C=C/c3ccccc3)CC2)cc1C | -11% | ? | i | 9% | 46%[activator] | i | -3% | 19% | -1% | 1% | -7%
c1cncc(C(c2nnnn2C2CCCC2)N2CCCC2)c1 (configuration not stated) | 6% | i | i | 11% | -6% | i | -1% | 6% | 6% | 4% | -6%
Cc1sc2nc(SCC(=O)N(CCO)CCO)n(C3CCCCC3)c(=O)c2c1C | 5% | · | · | 7% | 5% | · | -1% | 7% | -3% | 1% | 101%
CCCN(Cc1cc2cc(C)ccc2[nH]c1=O)C(=O)c1cccc(OC)c1 | -27% | i | i | 18% | 18% | i | 0% | -2% | -2% | 0% | 2%
CCNc1nc(NCC)nc(Oc2ccc(OCC)nn2)n1 | -3% | · | · | 7%[11.4 µM] | 1%[7.66 µM] | · | -1% | -5%[11.4 µM] | 2% | 1% | 0%[11.4 µM]
CCCCCn1c(CCNC(=O)c2cccs2)nc2ccccc21 | 11% | ? | ? | 29% | 14% | i | 2% | 0% | -2% | -1% | 2%
Cc1ccc(Nc2nnc(SCC(=O)NCc3ccco3)s2)cc1 | -27% | i | i | 4% | 10% | i | -2% | 0% | -9% | -12% | -6%
Cc1cc(C(=O)O)ccc1[N+](=O)[O-] | -4% | · | · | ? | · | · | -2% | 0% | 0% | · | -1%
CCOC(=O)N1CCOCCOCCN(C(=O)OCC)CCOCC1 | 10% | i | i | 3% | -10% | i | 0% | 9% | -1% | 2% | -7%
CC(=O)NCc1nc2ccccc2n1Cc1ccccc1C | · | · | · | 5% | · | · | -3% | 12% | 0% | -4% | -8%
CCOc1ccc(NC(=O)CN(C)S(=O)(=O)c2cccs2)cc1 | -3% | i | ? | -3% | -1% | i | 2% | -7% | 0% | -8% | 10%
COc1ccc(Cl)cc1CN1CCN(c2nc(C)cc(C)c2C#N)CC1 | 24% | ? | i | ? | -2% | i | -11% | -7% | -8% | 1% | 132%
Cc1cccc(NC(=O)CSC(N)=O)c1C | 7% | · | · | -25% | 8% | · | 1% | ? | -2% | -1% | 3%
CCCc1c(O)nc(SCc2ccccc2)[nH]c1=O | -1% | i | i | 13% | -5% | i | -1% | -9% | -1% | 0% | -2%
CC(=O)N1CCN=C1SCc1ccc(C)cc1 | -11% | · | · | -2% | · | · | -1% | 1% | -4% | -4% | -22%

Pulled one by one from the list above:
smiles | ERK AVP inh | Fluorescein autfl | Texas Red fluor | HEK293 cAMP cs | USP2a inhib | Rhodamine fluor | Caspase-1 inhib | HADH2 inh | Casp7 inh | Luciferase inh | Tau filament bind
O=C(NCCc1ccc(Cl)cc1)C1CCCN(S(=O)(=O)c2cnc[nH]2)C1 (configuration not stated) | -12% | · | · | -8% | · | · | -2% | 4% | -3% | 2% | -10%
CCOc1ccc(NC(=O)CN(C)S(=O)(=O)c2cccs2)cc1 | -3% | i | ? | -3% | -1% | i | 2% | -7% | 0% | -8% | 10%

The listing continues:
smiles | ERK AVP inh | Fluorescein autfl | Texas Red fluor | HEK293 cAMP cs | USP2a inhib | Rhodamine fluor | Caspase-1 inhib | HADH2 inh | Casp7 inh | Luciferase inh | Tau filament bind
O=C(COc1cccc2cccnc12)Nc1nccs1 | -5% | i | ? | -5% | 3% | i | 1% | -8% | -1% | 16µM* | -3%
Cn1c(=O)[nH]c(=O)c2c1nc(N1CCCCC1)n2CC(O)CN1CCCCC1 (configuration not stated) | 1% | i | i | -1% | 14% | i | -1% | 1% | 0% | 1% | -5%
CCC(=O)N1CC2(C)CN(C(=O)CC)CC(C)(C1)C2 | -8% | i | i | 8% | 1% | i | 1% | 9% | 2% | -1% | -4%
CCN1C(=O)C2C(c3cccc(F)c3)NC(C)(C(=O)OC)C2C1=O (configuration not stated) | 7% | i | i | -3% | 4% | i | -1% | -4% | 2% | -1% | 0%
Cc1ccc(C2CC(c3cccc(C)c3)n3nc(N)nc3N2)cc1 (configuration not stated) | -27% | · | · | 27% | · | · | -2% | 7% | -6% | -1% | -4%
O=C(CCc1c[nH]c2ccccc12)NCC1CCCO1 (configuration not stated) | -3% | ? | ? | -2% | -1% | i | -1% | -11% | 0% | 2% | 52%
CCN(CC)S(=O)(=O)N1CCC(C(=O)NC(C)CCc2ccccc2)CC1 (configuration not stated) | 6% | i | i | ? | 12% | i | -2% | 3% | -2% | 3% | 6%
Cc1ccccc1-c1nc(Cc2ccc(Cl)cc2)no1 | 134%[activator] | i | i | 26% | -5% | i | -4% | -3% | -4% | -2% | 1%
O=C(O)CC[P+](c1ccccc1)(c1ccccc1)c1ccccc1 | 1%[11.5 µM] | i | i | 3.2µM* | · | i | 2%[11.5 µM] | 19%[11.4 µM] | -1%[11.5 µM] | 0%[11.4 µM] | 0%[11.4 µM]
Cc1ccc(-c2nn3c(C)nnc3c3ccccc23)cc1S(=O)(=O)NCc1ccco1 | ? | i | ? | 25% | 20% | i | -2% | -5% | -1% | 1% | 3%
CN(c1ccc(C(=O)NCc2ccccc2)cc1)S(C)(=O)=O | 10% | i | i | 18% | 2% | i | 0% | 8% | -2% | 1% | -2%
O=S(=O)(c1ccc(Cl)s1)N1CCN(c2ncccn2)CC1 | 0% | i | i | 13% | -4% | i | -2% | 6% | 1% | 4% | 163%
Cn1c(N)c(C(=O)COC(=O)C2(c3ccc(F)cc3)CCCC2)c(=O)n(C)c1=O | -9% | ? | i | -3% | -3% | i | -2% | 26% | 9% | 2% | 20%
Cc1nn(-c2ccccc2)c2sc(C(=O)N3CCc4ccccc4C3)cc12 | -11% | i | i | 20µM* | ? | i | -1% | -6% | -4% | 1% | 49%
CN1CCN(CCCNc2nc3ccccc3c3nc(-c4ccccc4)nn23)CC1 | 7% | i | i | 8% | 3% | i | 1% | 8% | -1% | -4% | 7%
CC1(C)CC2CC(C)(CN2c2ncnc3ccccc23)C1 (configuration not stated) | -14% | i | i | ? | 7% | i | -2% | -1% | 2% | 0% | 0%
O=C(O)c1cc(O)c2c(c1)C(=O)c1cccc(O)c1C2=O | -27%&-21% | 8.6e-08M* | i | -21% | · | i | ? | -7% | ? | -3%[25.5 µM] | 421%
O=C(O)CCCCCNC(=O)c1cccc(Br)c1 | 4% | · | · | -3% | -9% | · | -1% | -3% | -2% | 1% | -9%
O=C(c1cc(-c2cccc(O)c2)on1)N1CCc2ccccc2C1 | ? | · | · | ? | · | · | -3% | ? | -19% | -5% | -6%
COc1ncc2ncc(=O)n(Cc3ccc(F)cc3)c2n1 | 4% | ? | i | ? | 13% | i | -3% | -1% | -1% | 1%[11.4 µM] | 5%
O=C(COC(=O)c1ccncc1)NCc1ccccc1 | 7% | ? | i | ? | -2% | i | -3% | 3% | -5% | 0% | -3%
CC1(C)CC(=O)C(C(C2=C(O)CC(C)(C)CC2=O)c2cccnc2)C(=O)C1 (configuration not stated) | 0% | i | i | 7% | -5% | i | 0% | ? | 1% | 1% | -7%
O=C(O)CCSCC(=O)c1ccc2c(c1)OCCO2 | 32%[activator] | ? | i | 14% | 6% | i | 1% | ? | 0% | -5% | -12%
Cc1ccc(NC(=O)CSc2nnc(Cc3cccn3C)n2-c2ccc(F)cc2)c(C)c1 | 10% | · | · | ? | · | · | -3% | -1% | -4% | 1% | 54%
